Source: PubChem
tuberculosis growth – growth inhibition of non-replicating M. tuberculosis (AID 488890). hit rate 0.39% among 320,000. one-dose inhibition, % at 25 µM; IC50 in µM for titrated hits. Mycobacterium tuberculosis non-replicating, growth inhibition; higher % means a stronger effect; in the data active = a potency from the dose series; inconclusive = inhibition mostly from about 82% at the one dose, without a potency; inactive = the rest, 99 in 100 with inhibition below about 76%;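 also: plate controls were DMSO cells for no effect and high antibiotic wells for full effect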
VEEV TC-83 Vero – inhibitors of VEEV TC-83 cytopathic effect, confirmation, Vero cells (AID 588727) | Vero cells, VEEV TC-83 cytopathic effect inhibition; higher % means a stronger effect | inhibition, % at 20 µM; hits with a dose series show IC50 in µM | hit rate 0.13% among 350,000; in the data active = a potency from the dose series; inconclusive = inhibition mostly from about 14% at the one dose, without a potency; inactive = the rest, 99 in 100 with inhibition below about 12%; also: strong numbers were not always called active
Salmonella PhoP GFP – PhoP regulon inhibitors, Salmonella typhi PhoP promoter GFP reporter, confirmatory (AID 1850) | inhibition, % at 50 µM, or IC50 in µM where a hit was titrated | Salmonella Typhi PhoP-promoter GFP reporter, fluorescence, 4 h; higher % means a stronger effect | hit rate 0.33% among 310,000; in the data active = a potency from the dose series; inconclusive = inhibition mostly from about 25% at the one dose, without a potency; inactive = the rest, 99 in 100 with inhibition below about 19%;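 also: 0% = induced wells with vehicle and 100% = uninduced wells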
M. tuberculosis HTS – M. tuberculosis growth inhibition, HTS (AID 449762); inhibition, % at 25 µM; hits with a dose series show IC50 in µM; M. tuberculosis H37Rv growth inhibition, 7H9 media; higher % means a stronger effect; hit rate 0.59% among 330,000; in the data active = a potency from the dose series; inconclusive = inhibition above about 70% without an active follow-up result;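 also: bacterial growth assessed after seven days of incubation; strong numbers were not always called active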
H1N1 NS1A inhibition – H1N1 influenza NS1A inhibitors, functional cell based assay (AID 504329); NS1A functional cell-based assay, percent inhibition; higher % means a stronger effect; one-dose inhibition, % at 12.5 µM; IC50 in µM for titrated hits; hit rate 0.3% among 340,000; in the data active = a potency from the dose series; inconclusive = inhibition above about 27% without an active follow-up result; also: strong numbers were not always called active
VEEV TC-83 Vero 10K pilot screen – also measured in VEEV TC-83 Vero; calls as there; inhibition, %; measured here: 10K pilot screen inhibition
* marks the source's active call; other numbers are inactive results; i = inactive; u = inconclusive; x = not tested or not shown; & = joins results of further samples.

Start of the data: the first 16 entries (preview)
SMILES | tuberculosis growth | VEEV TC-83 Vero | Salmonella PhoP GFP | M. tuberculosis HTS | H1N1 NS1A inhibition | others
Cc1cnc(NC(=O)C2=C(O)c3ccccc3S(=O)(=O)N2C)s1 | 4%&8%&-9%&15% | 0.5%&0.2%&0.8%&1.6% | 0%&18%&-15%&-19% | 17%&9%&3%&-2% | 3%&0%&3%&4%
CCCOc1ccc(NC(=O)CC2Nc3ccccc3NC2=O)cc1 (stereo not given) | 1% | 4.7% | 3% | 3% | 0%
Clc1ccc(/C=N/N2CCN(Cc3ccccc3Cl)CC2)cc1 | 69% | 0.1% | -7% | 3% | -4%
CC(C)(C)NC(=O)CN1CCCN(C(=O)c2cccc(S(=O)(=O)N3CCc4ccccc43)c2)CC1 | 43% | 0.8% | x | -3% | -4%
CCOc1ccc(S(=O)(=O)NCCC(=O)NCCc2ccc(OCC)c(OCC)c2)cc1 | 11% | 1.1% | 12% | -3% | -4%
OCCCC1CCCCN1Cc1nc(Cc2ccccc2Cl)no1 (stereo not given) | -8% | 0.3% | 7% | -5% | 5%
COc1cc(OC)cc(C(=O)n2cnnc2N)c1 | 5% | 3.2% | -1% | -9% | -7%
Cc1nnc2sc(SCc3ccc(Br)cc3)nn2c1=O | -2% | 0.5% | 7% | -7% | 0%
CCCCNC(=S)NC1CCCC1 | u | 0.6% | -7% | -2% | 3%
Cc1nc(CSc2nnc(N)s2)cs1 | -20% | 0.3% | -1% | -7% | -7%
COc1ccc(N2CCN(C(=O)c3ccc(N(C)S(=O)(=O)c4ccc(OC)cc4)cc3)CC2)cc1 | 5% | i | 0% | 46% | 6%
NC(=O)CSc1nnc2ccc(-c3ccc(F)cc3)nn12 | 1% | i | -6% | -7% | 10%
CC1(C(=O)O)CCC(C(=O)Nc2cccc(F)c2)C1(C)C (stereo not given) | 0% | i | 5% | -3% | 7%
COc1ccc(Nc2ncnc3ccc(Br)cc23)c(OC)c1 | 30% | 0.7% | -1% | 8% | -16%
Cc1cc(C)nc(NC2=NCCN2C(=O)NC2CCCCC2)n1 | 21% | 2.7% | -5% | 2% | 6%
O=C(Cn1cnc(Cl)c1Cl)c1ccc(F)cc1 | 47% | 0.2% | 7% | -5% | -4%

This part in full, repeating the preview:
SMILES | tuberculosis growth | VEEV TC-83 Vero | Salmonella PhoP GFP | M. tuberculosis HTS | H1N1 NS1A inhibition | others
Cc1cnc(NC(=O)C2=C(O)c3ccccc3S(=O)(=O)N2C)s1 | 4%&8%&-9%&15% | 0.5%&0.2%&0.8%&1.6% | 0%&18%&-15%&-19% | 17%&9%&3%&-2% | 3%&0%&3%&4%
CCCOc1ccc(NC(=O)CC2Nc3ccccc3NC2=O)cc1 (stereo not given) | 1% | 4.7% | 3% | 3% | 0%
Clc1ccc(/C=N/N2CCN(Cc3ccccc3Cl)CC2)cc1 | 69% | 0.1% | -7% | 3% | -4%
CC(C)(C)NC(=O)CN1CCCN(C(=O)c2cccc(S(=O)(=O)N3CCc4ccccc43)c2)CC1 | 43% | 0.8% | x | -3% | -4%
CCOc1ccc(S(=O)(=O)NCCC(=O)NCCc2ccc(OCC)c(OCC)c2)cc1 | 11% | 1.1% | 12% | -3% | -4%
OCCCC1CCCCN1Cc1nc(Cc2ccccc2Cl)no1 (stereo not given) | -8% | 0.3% | 7% | -5% | 5%
COc1cc(OC)cc(C(=O)n2cnnc2N)c1 | 5% | 3.2% | -1% | -9% | -7%
Cc1nnc2sc(SCc3ccc(Br)cc3)nn2c1=O | -2% | 0.5% | 7% | -7% | 0%
CCCCNC(=S)NC1CCCC1 | u | 0.6% | -7% | -2% | 3%
Cc1nc(CSc2nnc(N)s2)cs1 | -20% | 0.3% | -1% | -7% | -7%
COc1ccc(N2CCN(C(=O)c3ccc(N(C)S(=O)(=O)c4ccc(OC)cc4)cc3)CC2)cc1 | 5% | i | 0% | 46% | 6%
NC(=O)CSc1nnc2ccc(-c3ccc(F)cc3)nn12 | 1% | i | -6% | -7% | 10%
CC1(C(=O)O)CCC(C(=O)Nc2cccc(F)c2)C1(C)C (stereo not given) | 0% | i | 5% | -3% | 7%
COc1ccc(Nc2ncnc3ccc(Br)cc23)c(OC)c1 | 30% | 0.7% | -1% | 8% | -16%
Cc1cc(C)nc(NC2=NCCN2C(=O)NC2CCCCC2)n1 | 21% | 2.7% | -5% | 2% | 6%
O=C(Cn1cnc(Cl)c1Cl)c1ccc(F)cc1 | 47% | 0.2% | 7% | -5% | -4%
CCOc1ccc(NC(=O)CC2C(=O)N(c3ccc(OCC)cc3)C(=S)N2C2CC2)cc1 (stereo not given) | -9% | 4.0% | -12% | -8% | -6%
COc1ccc(NC(=O)CSc2nnc(Cn3c(=O)sc4ccccc43)n2C)cc1OC | 9% | 1.5% | -5% | 0% | -5%
Cn1c(SCC(=O)Nc2ccc(N3CCOCC3)cc2)nnc1-c1ccco1 | -3% | 1.7% | 2% | 26% | 6%
O=C(Nc1cc(S(=O)(=O)N2CCCCC2)ccc1Cl)C1=NN(c2ccccc2)C(=O)CC1 | -20% | 3.3% | 5% | -2% | 6%
COCCCn1c(C(=O)NC2CCCCC2C)cc2c(=O)n3cccc(C)c3nc21 (stereo not given) | 21% | 7.9% | -8% | -3% | -2%
CCC(C(=O)NCc1ccco1)N(C(=O)CNS(=O)(=O)c1ccccc1)C1CCCCC1 (stereo not given) | 18% | i | -5% | 0% | 1%
Cc1cccc(-n2c(SCC(=O)Nc3ccc4c(c3)OCO4)nnc2-c2ccoc2C)c1 | -6% | 0.0% | 6% | 7% | 22%
Cc1ccc(S(=O)(=O)CC(=O)c2ccc([N+](=O)[O-])cc2)cc1 | -4% | i | -2% | 0% | 5%

2 compounds drawn at random from those above:
SMILES | tuberculosis growth | VEEV TC-83 Vero | Salmonella PhoP GFP | M. tuberculosis HTS | H1N1 NS1A inhibition | others
CCOc1ccc(S(=O)(=O)NCCC(=O)NCCc2ccc(OCC)c(OCC)c2)cc1 | 11% | 1.1% | 12% | -3% | -4%
Clc1ccc(/C=N/N2CCN(Cc3ccccc3Cl)CC2)cc1 | 69% | 0.1% | -7% | 3% | -4%

Later entries.
SMILES | tuberculosis growth | VEEV TC-83 Vero | Salmonella PhoP GFP | M. tuberculosis HTS | H1N1 NS1A inhibition | others
Cc1cccc(N2CCN(C(=O)c3cccc(S(=O)(=O)N4CCc5ccccc5C4)c3)CC2C)c1 (stereo not given) | 22% | 1.5% | -16% | -2% | 5%
CCCC(=O)C1=C(SCC)CC(C)(C)C(C(=O)OC)C1=O (stereo not given) | 2% | 0.4% | 0% | 2% | -8%
CCNC(=O)OCc1cn(-c2ccccc2)nn1 | 12% | 1.4% | 1% | -2% | -5%
Cc1ccc(S(=O)(=O)c2cc3c(=O)n4cccc(C)c4nc3n(C3CCCCC3)c2=N)cc1 | -13% | 1.3% | -25% | 3% | 4%
Cc1cc(NC(=O)CSc2cc(Cl)ccc2Cl)n(-c2ccccc2)n1 | 43% | 3.9% | -2% | 2% | 12%
Cc1ccc(C(=O)Oc2ccc(/C=N/NC(N)=O)cc2)cc1 | 8% | 0.7% | -9% | -6% | -10%
COc1ccnc(Oc2ccccc2)c1C(=O)N/C=N/OCc1ccc(F)cc1Cl | 15% | 5.3% | 1% | -1% | 1%
Nc1c(C(=O)CSc2ncccn2)c(=O)[nH]c(=O)n1C1CC1 | -9% | 11% | x | 1% | -1%
CCN1CN(Cc2ccccc2)CNC1=S | -15% | 1.9% | -4% | 9% | -11%
Cc1ccc(SCc2[nH]nc3c2C(C(C)C)C(C#N)=C(N)O3)cc1 (stereo not given) | 14% | 4.3% | -8% | -11% | 10%
CCCOc1ccc(-c2nc(=S)[nH][nH]2)cc1 | 2% | 1.9% | 5% | -2% | 6%
Cc1ccc(/C=C2\SC(=S)N(CCC(=O)NNC(=O)c3cccnc3)C2=O)cc1 | -33% | 2.1% | 2% | 9% | -5%
O=C(CN1C(=O)c2ccccc2S1(=O)=O)Nc1cccc(S(=O)(=O)N2CCOCC2)c1 | 43% | 6.3% | x | -3% | -7%
O=C(NCCCc1ccccc1)c1cccc(S(=O)(=O)N2CCOCC2)c1 | 8% | 0.5% | x | -6% | -14%
COc1cc(/C=N/N=C2/NC(=O)C(Cc3ccc(F)cc3)S2)ccc1O (stereo not given) | -8% | 7.1% | -1% | 7% | 1%
O=C(Nc1ccc(C(=O)O)cc1)/C(=C\c1ccc2c(c1)OCO2)NC(=O)c1ccc(Br)cc1 | -11% | i | 4% | 4% | -2%
Cc1ccc(S(=O)(=O)c2c(N)n(Cc3ccco3)c3nc4ccccc4nc23)cc1C | 13% | 6.2% | -5% | -26% | -7%
Cc1ccc(S(=O)(=O)c2nc(C)oc2NCc2ccccc2)cc1 | 0% | x | -12% | -8% | x
CCNC(=S)N/N=C/c1cc(C)ccc1C | u | 0.7% | 1% | u | 4%
CCN1C(=O)[C@H]2[C@@H](c3ccc(-c4cccc(Cl)c4)c(OC)c3)N[C@@](CC(C)C)(C(=O)OC)[C@H]2C1=O | 7% | 1.2% | 5% | -4% | 0%
COc1ccccc1Cc1nnc(NC(=O)C2CCN(C(=O)c3ccco3)CC2)s1 | 27% | 2.2% | -2% | 2% | -2%
COc1ccc(/C=C2/N=C3CCCCCN3C2=O)cc1OC | 14% | 7.0% | 5% | 3% | 10%
O=C(COc1ccccc1Br)NCc1ccco1 | 66% | i | -7% | -22% | -26%
CN(C)CCCNc1nc(-c2ccc(Cl)cc2)nc2ccccc12 | 70% | 7.4% | -3% | 11% | -30%
Cc1cc(=O)oc2c3c(cc(OCC(=O)NCc4cccnc4)c12)OC(C)(C)CC3 | 8% | 8.5% | 9% | -14% | 2%
CN(C)S(=O)(=O)c1ccc(N2CCCC2)c(C(=O)Nc2nc3ccc(F)cc3s2)c1 | 9% | 2.0% | -8% | -5% | 20% | VEEV TC-83 Vero 10K pilot screen=3.8
Cc1nc([N+](=O)[O-])cn1CC(=O)c1ccc(F)cc1 | 0% | 7.9% | -1% | -5% | -19%
Cc1ccnc(NC(=O)CS(=O)(=O)Cc2ccccc2)c1 | -2% | i | 6% | -15% | 4%
C=CCn1c(SCC(=O)c2cccs2)nnc1-c1cccc(OC)c1 | 28% | i | 2% | -2% | 5%
COc1cc(OC)cc(C(=O)NCc2ccc3[nH]c(C)cc3c2)c1 | 57% | 1.9% | -3% | 39% | -5%
Cc1ccc(NC(=O)C(c2ccc(Cl)cc2)N2CCCCC2)cc1 (stereo not given) | x | 1.8% | x | x | 8% | VEEV TC-83 Vero 10K pilot screen=6.1
Cc1ccc(C)c(CN2CCC(n3nnc4cc(F)ccc43)CC2)c1 | 35% | i | -1% | -9% | 3%
COC(=O)c1ccccc1NC(=O)CNc1ccc(F)c(S(=O)(=O)N2CCOCC2)c1 | 35% | 0.8% | x | -4% | -5%
COc1cccc(C(=O)c2c(C)c(CCC#N)n3ccccc23)c1 | -11% | 1.7% | -8% | 0% | -2%
Cc1ccc(SC[C@H](C)CN2CC[C@H](C)CCC2=O)cc1 | 21% | i | 0% | -1% | -2%
Cc1cc(NC(=O)CSc2nc3c(c(=O)n2Cc2ccccc2)SC(C)C3)no1 (stereo not given) | x | 4.2% | -12% | 2% | -7%
CC(NC(=O)/C(C#N)=C1\N=C(NC(=O)c2cccs2)c2ccccc21)c1ccccc1 (stereo not given) | 37% | 6.0% | 5% | 9% | 2%
O=C(NCCc1c[nH]c2ccccc12)c1ccc([N+](=O)[O-])cc1 | 11% | 0.5% | -1% | 9% | 3%
Cc1c(C(=O)OCC(=O)NC(=O)NC2CCCCC2)cccc1[N+](=O)[O-] | -9% | 2.1% | x | -4% | 5%
Cc1ccc(CC(=O)NCc2cccnc2)cc1 | -4% | x | -2% | -3% | x
CCOc1cc(/C=N\NC(=O)c2ccc(NC(=O)C(C)(C)C)cc2)ccc1OC(=O)c1ccc(OC)cc1 | 12% | i | -18% | 9% | 10% | VEEV TC-83 Vero 10K pilot screen=0.7
CCN(CC)CCCN(C(=O)c1ccco1)c1nc(-c2ccc(Cl)cc2)cs1 | u | 0.2% | 10% | 52% | -11%
Cc1cc(C(=O)COC(=O)c2cccnc2Cl)c(C)n1-c1c(C)n(C)n(-c2ccccc2)c1=O | -20% | 0.7% | -3% | 7% | -1% | VEEV TC-83 Vero 10K pilot screen=0.8
Fc1ccc(N2CCN(c3nc(CN4CCOCC4)nc4scc(-c5ccccc5)c34)CC2)cc1 | 11% | 4.8% | -4% | u | 18%
CC(Oc1ccc(Br)cc1)C(=O)Nc1ccc(S(=O)(=O)N(C)C2CCN(C)CC2)cc1 (stereo not given) | 17% | 8.1% | 2% | 29% | -12%
